# Bioassay records as filed in PubChem BioAssay.
# BAZ2B block: BAZ2B (human) inhibition; AID 504333; Q9UIF8; Potency, µM (highest dose often 114 µM), for the others: at the top dose activity change, negative = inhibition, hits mostly inhibitors; actives 4.4% (n = 360,000); AlphaScreen BAZ2B-H3K14Ac peptide displacement; further: on the % scale 0 is the no-effect control and ±100 the full control effect; nearly all actives have a fitted effect of over 60% in size
#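 BAZ2B 50 nM plus b-H3(5-23)K14Ac 50 nM, PBS pH 7.4/0.01% Tween-20, 30 min RT; compound added (max 110 uM), 30 min RT; streptavidin donor/Ni-chelate acceptor beads 10 ug/mL final, 20 min dark; AlphaScreen read.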
# POLI inh: DNA polymerase iota (human) inhibition; Pol iota fluorescent replication assay, 10 min; Potency, µM (top dose mostly 115 µM), for inactives: top-dose activity, negative = inhibition, most hits filed as inhibitors; actives 1% (n = 390,000); AID 588590
#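 Fluorescent replication assay read twice, at 0 min and 10 min after adding 50 nM (final) substrate. Enzyme (10 nM) and compounds were first incubated 15 min at room temperature; enzyme-free buffer wells were negative controls.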
# Apoferritin bind: candidate novel general anesthetic via apoferritin binding | P02791 | apoferritin/1-aminoanthracene competitive binding, fluorescence | Potency, µM (titrated, usually from 77.5 µM), for inactives: at the highest dose activity change, negative = displacement, usual class: inhibitors | actives 0.074% (n = 350,000); further: on the % scale 0 is the no-effect control and ±100 the full control effect; nearly all actives have a fitted effect of over 20% in size
#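 10 uM apoferritin + 50% sat. 1-AMA, PBS; cpd 10 min RT; Ex380/Em535 endpoint; normalized to free probe vs complex; 4-param Hill fit; propofol titration as pos. ctrl.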
# APE1 inh: APE1 (human) endonuclease inhibition; P27695; recombinant APE1, TAMRA/BHQ-2 abasic DNA cleavage fluorescence; Potency, µM (titrated, usually from 65.8 µM), for the others: top-dose activity change, negative = inhibition, most hits filed as inhibitors; actives 0.35% (n = 350,000);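 further: plate controls were vehicle for no effect and reference inhibitor for full effect; nearly all actives have a fitted effect of over 55% in size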
#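 Incision of a quenched TAMRA/BHQ-2 THF abasic-site duplex (50 nM) by 0.75 nM APE1, after 15 min compound preincubation, measured as fluorescence increase over three 60 s reads. Values normalized to buffer, DMSO and NSC13755 control wells.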
# Pol eta inh: DNA polymerase eta (human) inhibition. recombinant Pol eta, fluorescent DNA replication assay. Potency, µM (doses to about 114 µM), without a hit: top-dose activity change, negative = inhibition, actives largely listed as inhibitors. actives 1.2% (n = 390,000). AID 588591; further: on the % scale 0 is the no-effect control and ±100 the full control effect
# Target sequence (Q9Y253 whole entry, looked up): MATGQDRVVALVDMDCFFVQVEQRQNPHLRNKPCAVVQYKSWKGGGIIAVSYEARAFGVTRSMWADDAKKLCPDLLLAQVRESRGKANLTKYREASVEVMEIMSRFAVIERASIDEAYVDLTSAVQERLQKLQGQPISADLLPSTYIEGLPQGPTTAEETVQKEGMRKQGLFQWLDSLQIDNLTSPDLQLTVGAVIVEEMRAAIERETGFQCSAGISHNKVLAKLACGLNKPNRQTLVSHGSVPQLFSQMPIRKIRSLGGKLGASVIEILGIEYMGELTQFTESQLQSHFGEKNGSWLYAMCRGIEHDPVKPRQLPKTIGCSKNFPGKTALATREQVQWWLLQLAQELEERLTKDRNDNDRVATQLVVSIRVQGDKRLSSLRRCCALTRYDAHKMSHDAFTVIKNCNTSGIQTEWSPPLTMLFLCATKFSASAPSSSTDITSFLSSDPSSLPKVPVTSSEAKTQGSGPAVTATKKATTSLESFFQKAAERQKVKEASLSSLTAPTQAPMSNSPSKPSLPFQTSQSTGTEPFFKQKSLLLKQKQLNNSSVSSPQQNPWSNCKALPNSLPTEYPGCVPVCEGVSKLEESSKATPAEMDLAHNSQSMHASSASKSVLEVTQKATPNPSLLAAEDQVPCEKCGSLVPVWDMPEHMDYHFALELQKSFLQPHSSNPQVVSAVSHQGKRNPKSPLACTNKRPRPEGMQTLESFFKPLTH
#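 Fluorescent replication assay: 50 nM final substrate added after a 15 min room-temperature compound preincubation with 10 nM enzyme. Signal taken at 0 min and again at 10 min.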
# G9a inh: inhibitors of human histone lysine methyltransferase G9a. Q96KQ7. G9a H3K9 monomethylation, AlphaScreen, 2 h. Potency, µM (doses to about 102 µM), without a hit: at the top dose activity, negative = inhibition, most hits filed as inhibitors. actives 8.8% (n = 350,000). AID 504332; further: on the % scale 0 is the no-effect control and ±100 the full control effect; nearly all actives have a fitted effect of over 75% in size
# Target sequence (Q96KQ7 913-1193 limits assumed): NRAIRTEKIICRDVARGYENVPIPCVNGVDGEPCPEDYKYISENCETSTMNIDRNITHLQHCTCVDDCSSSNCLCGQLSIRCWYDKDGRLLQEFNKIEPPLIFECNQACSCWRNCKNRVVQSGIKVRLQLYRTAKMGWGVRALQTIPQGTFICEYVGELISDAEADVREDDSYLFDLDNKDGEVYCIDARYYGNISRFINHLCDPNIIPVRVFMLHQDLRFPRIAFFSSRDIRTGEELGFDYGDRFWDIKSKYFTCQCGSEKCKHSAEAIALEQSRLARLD
#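 Step 1: enzyme (final 20 nM) with compound, 15 min RT. Step 2: substrate peptide 500 nM and SAM 20 uM, 2 h RT. Step 3: anti-H3K9me1 antibody and AlphaScreen beads, 10 min, then plate read.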
# POLK inh: blocks human DNA polymerase kappa activity; purified Pol kappa, fluorescent DNA synthesis assay, 10 min; Potency, µM (series often up to 107 µM), for the others: at the highest dose activity, negative = inhibition, most hits filed as inhibitors; Q9UBT6; actives 0.53% (n = 400,000); further: on the % scale 0 is the no-effect control and ±100 the full control effect
#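 Fluorescent qHTS in 1536-well format: enzyme (10 nM) and compound sat 15 min at room temperature before 50 nM substrate (final) was added. Signal taken at 0 and 10 min; no-enzyme buffer wells were negative controls.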
# BLM inh: Bloom syndrome helicase (human) inhibition; P54132; recombinant BLM DNA unwinding, fluorescence dequenching; Potency, µM (top dose mostly 56.1 µM), for inactives: at the top dose activity change, negative = inhibition, usual class: inhibitors; actives 0.2% (n = 350,000);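 further: plate controls were vehicle for no effect and no enzyme for full effect; nearly all actives have a fitted effect of over 35% in size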
# POLB inh: inhibitors of human DNA polymerase beta; Pol beta primer extension/strand displacement, fluorescence kinetic; actives 1.3% (n = 340,000); Potency, µM (top dose mostly 114 µM), for the others: top-dose activity change, negative = inhibition, actives largely listed as inhibitors; further: on the % scale 0 is the no-effect control and ±100 the full control effect
#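 Pol beta (10 nM) was preincubated with compound for 15 min at room temperature. The reaction was then started with 50 nM substrate and read immediately and after a further 10 min at room temperature.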
# Numbers without * were called inactive; ? = inconclusive; · = no result given; & = joins results of further samples; [ ] = remark or other dose. The call rests on the fitted dose curve; in most records, active means well fitted curve in the direction sought with a large enough effect; inconclusive means small, poorly fitted or top-dose-only effect, or another doubt; inactive means no such curve, though single readings can be large; an effect the other way counts as inactive or inconclusive. Potency means the concentration at half of the fitted maximal effect.
SMILES,BAZ2B block,POLI inh,Apoferritin bind,APE1 inh,Pol eta inh,G9a inh,POLK inh,BLM inh,POLB inh
COCCCNC(=O)c1ccccc1Sc1ccc(NC(C)=O)nc1,1%,29%,-4%,1%,-12%,?,10%,0%,7%
Clc1ccc(-c2nc(N3CCCCC3)nc3ccccc23)cc1,406%[activator],-3%,-2%,7%,-9%,351%[activator][59 µM],-5%,-1%,?
Cc1cc(/C=C2/NC(=O)N(Cc3ccccc3F)C2=O)c(C)n1-c1ccccn1,-31%,18%,-16%,-1%,-16%,?,-6%,-4%,-20%
NS(=O)(=O)c1cccc(NC(=O)COC(=O)Cn2cc(C(F)(F)F)ccc2=O)c1,-3%,30%[activator],·,-2%,-16%,-6%[12.7 µM],4%,·,·
CCC(=O)NC(c1ccc(OC)cc1)c1cc(Cl)c2cccnc2c1O (stereo not drawn),-5%,25%&19%,-5%,4%,-11%,-1%,-9%&-11%,-1%,-14%
COc1cccc(Cn2c(=O)c(-c3ccccc3)nc3cnc(OC)nc32)c1,·,·,·,16%,·,17%[0.501 µM],-2%[60.1 µM],0%,·
CC1(C)Cc2ccccc2-c2nnc(-c3ccccc3)n21,6%,34%[activator],2%,6%,-7%,-13%[12.7 µM],-14%,0%,0%
CCCCc1ccc(C2C(C#N)=C(N)SC(N)=C2C#N)s1,50µM*,·,-20%,13%,·,?,·,-21%,7%
CCSc1nnc(NC(=O)CSc2nc3c(c(=O)n2-c2ccccc2)SCC3)s1,4%,12%,-2%,0%,-4%,-21%[59 µM],-9%,-5%,46%
Cc1ccc(N2CCN(C(=O)CNS(=O)(=O)c3ccc(Br)s3)CC2C)cc1 (stereo not drawn),?,31%[activator],-20%,-1%,?,?,-11%,-4%,19%
c1ccc(-n2c(Cc3cn4ccsc4n3)nnc2N2CCOCC2)cc1,?,0%,-10%,3%,9%,?,-4%,2%,15%
CCCCN1C(=O)C(=O)N(CC(=O)Nc2sc(C)c(CC)c2C(=O)OCC)C1=O,-2%,20%,·,-4%,-18%,-10%,-7%,·,·
O=C(Nc1cc(N2CCOCC2)ncn1)NC1(C(F)(F)F)Oc2ccccc2O1,-1%,12%,-9%,-6%,-3%,2.2µM*,3%,-6%,-4%
O=C(Oc1ccccc1C(=O)N1CCOCC1)c1ccc(Br)cc1,8%,22%,-13%,3%,-21%,-17%[59 µM],-7%,-2%,0%
COc1ccc(OC)c2[nH]c(=O)c(CCNC(=O)c3ccc(S(=O)(=O)N(C)C)cc3)cc12,-34%,30%,-10%,-6%,-5%,3%,-2%,2%,-5%
Cc1nc2ccccc2c(=O)n1/N=C/c1ccccc1F,5%,-1%,-14%,3%,-15%,-1%,2%,-2%,-3%
CCN(CC)c1ccc(/C=C(\C#N)C(N)=O)cc1,-25%,27%,?,-6%,-4%,14%,-14%,-1%,?
COc1cc(C2C(C#N)=C(N)OC3=C2C(=O)CC(C)(C)C3)c([N+](=O)[O-])cc1OC (stereo not drawn),1%,51%,41%[activator],-3%,-12%,?,-15%,-8%,38%
C=COCCn1c(-c2nonc2N)nc2ccccc21,-4%,12%,-12%,-2%,-6%,13%[59 µM],-5%,-3%,15%
O=C(C[C@@H]1C/C=C\CCCC(=O)OC[C@@H]2CCCN2C1=O)N[C@@H](CO)Cc1ccccc1,·,39%[activator],·,9%,-12%,·,4%,·,·
O=C(COc1ncnc2sccc12)N1CCN(c2ccccc2)CC1,-3%,?,0%,1%,-3%,?,3%,-9%,2%
COc1ccc(CNC(=O)C(=O)NCC2CCCN2S(=O)(=O)c2ccccc2)cc1 (stereo not drawn),10%,27%,·,13%,-4%,-4%[0.501 µM],6%,·,·
CCc1ccc(N=C2NC(=O)/C(=C/c3ccc(OCC(=O)O)c(OC)c3)S2)cc1,7.1µM*,?,-10%,?,13%,·,-25%,-3%,20µM*
COc1ccc(C(=O)Nn2cnc3ccccc3c2=O)cc1[N+](=O)[O-],-2%,?,14%,-1%,5%,-4%,3%,0%,-5%
COc1ccc(C(=O)O)cc1NC(=S)NC(=O)C(c1ccccc1)c1ccccc1,?,?,-14%,29%,-10%,-42%,-2%,-1%,?

# Part of the list above with just POLK inh, BLM inh and BAZ2B block.
mol	POLK inh	BLM inh	BAZ2B block
C=COCCn1c(-c2nonc2N)nc2ccccc21	-5%	-3%	-4%
O=C(C[C@@H]1C/C=C\CCCC(=O)OC[C@@H]2CCCN2C1=O)N[C@@H](CO)Cc1ccccc1	4%	·	·

# Remaining list, next part:
SMILES,BAZ2B block,POLI inh,Apoferritin bind,APE1 inh,Pol eta inh,G9a inh,POLK inh,BLM inh,POLB inh
O=c1c2cnn(-c3ccccc3)c2nc(-c2ccco2)n1-c1ccccc1,?,?,11%,1%,-9%,-30%[12.7 µM],-11%,-12%,3%
O=C(CSS(=O)(=O)O)N1CCN(C(=O)c2ccoc2)CC1,0%,?,-3%,56%[activator],7%,20µM*,-9%,2%,0%
Brc1ccc(-c2cn3nc4c(nc3n2)CCCC4)cc1,10%,47%[activator],137%[activator],19%,-4%,?,-14%,-9%,7%
CN(CC1COc2ccccc2O1)C(=S)Nc1ccccc1F (stereo not drawn),-24%,9%,-19%,1%,-15%,50%[59 µM],-19%,-5%,11%
CCC(NC(=O)Cc1c(C)c2cc3c(cc2oc1=O)OC(C)(C)CC3)C(=O)O (stereo not drawn),0%,-16%,-3%,5%,-15%,-1%,-7%,-4%,15%
CN1CCN(C(=O)CSc2nc(-c3ccncc3)ccc2C#N)CC1,12%,28%,-9%,-2%,-18%,7%,-4%,6%,18%
CCc1ccccc1NC(=O)N1CCN(Cc2nc3ccc(C)cc3o2)CC1,-3%,1%,6%,·,-5%,3%[12.7 µM],-6%[60.1 µM],0%,28%
N#Cc1cnc2nc(SCc3ccccc3)nn2c1,2%,24%,-3%,11%,1%,19%[2.33 µM],-6%,-2%,0%
Cc1ccc(-n2c(=O)[nH]c3cc(C(=O)NCCc4ccccc4)ccc3c2=O)cc1,0%,3%,-7%,·,-11%,9%[59 µM],1%,-3%,34%
COCCn1c(C(C)C)nc2oc3ccccc3c(=O)c2c1=O,-3%,-6%,-9%,1%,-1%,-5%,5%,0%,-10%
Cc1ccc2nc(NC(=O)C3CCN(S(=O)(=O)c4cccc5nsnc45)CC3)sc2c1,?,4%,5%,5%,-15%,1%[59 µM],-10%,-3%,15%
Cc1cc(C)n2nc(C(=O)OCC(=O)N(C)Cc3ccccc3)nc2n1,-3%,29%,·,-6%,-7%,5%,10%,·,·
CCOC(=O)c1sc2nc(CSc3ccccc3)nc(NCCN(C)C)c2c1C,?,-5%,-23%,13%,-13%,-20%,5%,-5%,1%
COc1ccc(Br)cc1CN1C(=O)NC2(CCCCCC2)C1=O,5%,6%,-21%,-11%,-9%,31%,-18%,-2%,19%
CCOc1ccc(NC(=O)[C@@H](NC(=O)OCc2ccccc2)[C@@H](C)CC)cc1,10%,30%[activator],-2%,0%,2%,18%[59 µM],-5%,0%,47%
COc1ccc(NC(C)=O)cc1NC(=O)CCn1c(=O)sc2ccccc21,-3%,22%,-4%,1%,-4%,-11%[59 µM],-1%,2%,-1%
Cc1ccc(NC(=O)CN(C)C(=O)C(C)N2CCN(Cc3ccccc3C)CC2)cc1 (stereo not drawn),11%,20%,·,-7%,-14%,0%[12.7 µM],0%,·,·
C=CCc1cc(Cl)ccc1OCCOCCNCCOC,71µM*,122%[activator],-1%,-8%,0%,?,-6%,6%,-20%
Cn1c(=O)c2c(nc(N3CCOCC3)n2CCCNC2=NCCC2)n(C)c1=O,4%,-1%,-5%,-2%,-12%,4%,-5%,3%,0%
COCCN(CCOC)C(=O)c1cc2c(=O)n3ccccc3nc2n1C,?,?,-2%,·,-14%,?,-22%,-3%,10µM*
COc1ccc(C(=O)Nc2cc(-c3nc4ncccc4o3)ccc2C)cc1Br,-5%,-6%,-17%,·,?,-1%[59 µM],-14%,-20%,?
CC1CCCCN1C(=O)c1cc(-c2ccc(Cl)c(Cl)c2)on1 (stereo not drawn),24%,2%,?,3%,-20%,16%[59 µM],-12%,-9%,21%
Cc1c(-c2ccnc3cc(C(=O)O)nn23)cnn1C,-33%,9%,146%[activator],5%,?,?,-2%,-6%,96%[activator]
CCn1c(=O)c(CCC(=O)N2CCOCC2)c(C)c2c(C)nn(-c3ccccc3)c21,-10%,34%[activator],-8%,14%,-10%,24%,-3%,-5%,-1%
CCOc1nonc1C(=N)/C(C(C)=O)=C(\C)O,-6%,1%,-11%,-3%,-15%,-7%[59 µM],1%,-3%,41%
COc1ccc(-n2cc(-c3ccccc3)c3c(N4CCOCC4)ncnc32)cc1,?,55%[activator],-1%,-5%,-27%,?,-14%,-10%,-1%
CC(=O)Nc1ccc(S(=O)(=O)Nc2ccc([N+](=O)[O-])cc2)cc1,·,·,-23%,1%,·,-43%[2.33 µM],-2%[60.1 µM],-12%,·
Cc1ccc(-c2n[nH]c3c2C(c2cccs2)N(c2ccc(Cl)cc2)C3=O)cc1 (stereo not drawn),·,6%,-19%,·,-12%,9%[59 µM],0%,-3%,17%
Cc1ccc(S(=O)(=O)NCCC(=O)Nc2cccc(Cl)c2)cc1,-6%,10%,-7%,16%,-14%,5%[59 µM],-12%,-3%,12%

# Compound profiles (already shown).
# CN(CC1COc2ccccc2O1)C(=S)Nc1ccccc1F (stereo not drawn) as listed: BAZ2B block = -24%; POLI inh = 9%; Apoferritin bind = -19%; APE1 inh = 1%; Pol eta inh = -15%; G9a inh = 50%[59 µM]; POLK inh = -19%; BLM inh = -5%; POLB inh = 11%
# COc1ccc(C(=O)Nc2cc(-c3nc4ncccc4o3)ccc2C)cc1Br as listed: BAZ2B block = -5%; POLI inh = -6%; Apoferritin bind = -17%; APE1 inh = ·; Pol eta inh = ?; G9a inh = -1%[59 µM]; POLK inh = -14%; BLM inh = -20%; POLB inh = ?
# CCOc1ccc(NC(=O)[C@@H](NC(=O)OCc2ccccc2)[C@@H](C)CC)cc1 as listed: BAZ2B block = 10%; POLI inh = 30%[activator]; Apoferritin bind = -2%; APE1 inh = 0%; Pol eta inh = 2%; G9a inh = 18%[59 µM]; POLK inh = -5%; BLM inh = 0%; POLB inh = 47%

# An excerpt; the hit share may differ from the screen's.
